# MC4R antag cAMP: antagonists of human melanocortin 4 receptor (MC4R) | P32245 | MC4R-expressing cells, MTII-stimulated cAMP, LANCE TR-FRET | inhibition, % at 6.5 µM | 0.48% of 360,000 active;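 active = inhibition above its plate's cutoff, the mean of tested wells on that plate plus 3 SD, cut at about 29% in these data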;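 also: 0% = Melanotan II alone and 100% = Melanotan II plus saturating MCL0020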
# Target sequence (P32245 whole entry, looked up): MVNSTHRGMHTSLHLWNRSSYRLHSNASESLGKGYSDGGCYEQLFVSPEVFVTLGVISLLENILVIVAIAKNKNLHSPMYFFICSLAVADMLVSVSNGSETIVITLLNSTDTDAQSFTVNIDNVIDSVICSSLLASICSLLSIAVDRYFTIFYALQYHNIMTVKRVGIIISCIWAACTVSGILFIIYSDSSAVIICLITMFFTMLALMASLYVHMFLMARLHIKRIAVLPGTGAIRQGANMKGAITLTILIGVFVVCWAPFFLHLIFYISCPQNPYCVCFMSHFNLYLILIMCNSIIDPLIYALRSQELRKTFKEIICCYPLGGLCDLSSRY
#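 System: U2OS-MC4R stable cell line; Technique: Eu-cAMP/anti-cAMP TR-FRET, emission 671 nm; Repeats: single well per compound; Also added: Melanotan II; Dosing: one concentration, 6.5 µM nominal; Schedule: 30-min compound, 1-h challenge, 1-h detection, room temperature.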
# H9c2 protect: myocardial damage modulation in H9c2 cells; 0.63% of 360,000 active; protection from H2O2 cell death, % at 20 µM; H9c2 cardiomyocytes, H2O2 injury protection, ATPLite, 2 h;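 active = compounds giving at least 50% protection of heart cells from peroxide-induced death in the single-dose screen, raw or plate-pattern-corrected value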;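 also: 0% = DMSO wells with peroxide and 100% = DMSO wells without peroxide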
# Granule exo inh: blocks lytic granule exocytosis | TALL-104 LAMP-1 surface exposure, flow cytometry; cells stimulated with thapsigargin and PMA | inhibition, % at 10 µM | 0.66% of 360,000 active;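 active = inhibition above about 55%, limit read from the data; inconclusive = no clear call, values can overlap the other calls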
# CaV13 ICDI inh: Disruptors of the CACNA1D IQ motif to Ca2+-dependent inactivation inhibitor domain association, primary screening, Förster resonance energy transfer in intact living … | AID 743397 | HEK cells, CFP/YFP FRET ICDI-IQ, plate reader, 10 min; percent FRET-ratio fall versus neutral wells | 0.098% of 340,000 active | inhibition, % at 12.3 µM;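 active = mean replicate inhibition of at least 30% and at least 1% of replicates passing that level; inconclusive = only one of the two criteria is met; inactive = neither criterion is met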;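 also: 0% = median of the neutral control wells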
# ABCB6 inh 2: inhibitors of human ABC transporter ABCB6 | K562-ABCB6 porphyrin accumulation, flow cytometry, 1 h; active compounds read low | fluorescence ratio to DMSO, % at 10 µM | 0.19% of 360,000 active | AID 602162 | Q9NP58;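 active = fluorescence ratio to DMSO below 75%, the collection mean minus 3 SD; inconclusive = too few cells collected in the well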;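 also: signal is porphyrin accumulated inside mitochondria; 100% equals median channel fluorescence of DMSO control wells; lower ratio means ABCB6 inhibition with less porphyrin fluorescence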
# PDI turbidity: blocks human protein disulfide isomerase activity; inhibition, % at 10 µM; P07237; 0.052% of 350,000 active; PDI insulin aggregation turbidity, A650, 90 min;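 active = mean inhibition across replicates of 30% or more, whatever share of single replicates reach that level; inconclusive = mean inhibition below 30% while every single replicate reaches 30%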;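 also: absorbance from insulin aggregation driven by PDI reduction with DTT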
# Target sequence (P07237 whole entry, looked up): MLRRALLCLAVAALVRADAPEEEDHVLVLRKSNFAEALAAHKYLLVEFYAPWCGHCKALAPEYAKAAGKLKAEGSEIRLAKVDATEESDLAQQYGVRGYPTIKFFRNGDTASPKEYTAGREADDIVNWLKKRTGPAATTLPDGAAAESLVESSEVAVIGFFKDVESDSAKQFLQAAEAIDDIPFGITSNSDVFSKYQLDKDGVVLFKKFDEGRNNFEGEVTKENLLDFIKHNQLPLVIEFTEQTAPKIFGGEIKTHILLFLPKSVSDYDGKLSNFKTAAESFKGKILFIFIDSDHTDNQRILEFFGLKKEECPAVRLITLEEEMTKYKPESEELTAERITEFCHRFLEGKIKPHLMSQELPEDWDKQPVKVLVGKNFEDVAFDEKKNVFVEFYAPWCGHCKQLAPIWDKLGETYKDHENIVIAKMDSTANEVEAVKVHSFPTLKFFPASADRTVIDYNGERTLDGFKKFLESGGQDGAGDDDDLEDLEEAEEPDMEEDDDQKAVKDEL
# MC4R ag barr: human MC4R agonism via beta-arrestin; P32245; U2OS MC4R beta-arrestin complementation, luminescence; percent of melanotan II response, DMSO zero; activation, % at 8.9 µM; 0.98% of 360,000 active; AID 540308;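 active = activation above a per-plate cutoff, the mean activation of sample wells on that plate plus 3 SD, cut at about 8% in these data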
# m5-HT2A agonist: agonists of mouse serotonin 5-HT2A receptor (HTR2A); P35363; CHO-K1 mHTR2A beta-arrestin complementation, luminescence; percent of 30 µM serotonin response; 0.66% of 360,000 active; AID 624169; activation, % at 7.6 µM;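 active = activation above a run cutoff, the mean activation of all tested compounds plus 3 SD, cut at about 14% in these data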;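 also: 0% = plate median of compound wells and 100% = 30 µM serotonin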
# N-glyco inh: blocks N-linked glycosylation in D54 reporter cells; D54 ERlucT glycosylation luciferase reporter, 24 h; percent of 100 nM tunicamycin response; reporter increase, % at 12.5 µM; 0.23% of 360,000 active; AID 588692;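 active = mean luciferase reporter signal, scaled so untreated is 0 and the glycosylation-blocking control 100, at or above a set limit in every replicate; inconclusive = mean reaches the limit but not every replicate does; inactive = mean below the limit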;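 also: luciferase carries N-glycosylation sites so blocking glycosylation raises the light; 0% = median of neutral control wells and 100% = median of 100 nM tunicamycin wells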
# ABHD5-PLIN5 inh: blocks binding of human ABHD5 to perilipin-5; inhibition, % at 4 µM; AID 602281; Split G. princeps luciferase complementation, luminescence, 4 h; 0.78% of 360,000 active;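 active = inhibition above the mean inhibition across every tested compound plus 3 SD, cut at about 22% in these data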;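 also: 0% = DMSO only wells and the 100% control is not disclosed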
# Numbers without * were called inactive; ? = inconclusive; · = not tested or not shown. Not all compounds are listed (hit frequency here may not be typical).
# Sample of the layout:
SMILES,MC4R antag cAMP,H9c2 protect,Granule exo inh,CaV13 ICDI inh,ABCB6 inh 2,PDI turbidity,MC4R ag barr,m5-HT2A agonist,N-glyco inh,ABHD5-PLIN5 inh
CC1(C)CCCN1CCC(C(N)=O)(c1ccccc1)c1ccccc1,6,-2,2,-11,85,4,-1.1,-2,1,-3
CC12CC(=O)C3C(CCC4CC=CCC43C)C1CCC2=O (configuration not stated),2,-1,-4,-3,89,2,-0.2,-6,-6,5

# All compounds of this part, repeating the preview:
SMILES,MC4R antag cAMP,H9c2 protect,Granule exo inh,CaV13 ICDI inh,ABCB6 inh 2,PDI turbidity,MC4R ag barr,m5-HT2A agonist,N-glyco inh,ABHD5-PLIN5 inh
CC1(C)CCCN1CCC(C(N)=O)(c1ccccc1)c1ccccc1,6,-2,2,-11,85,4,-1.1,-2,1,-3
CC12CC(=O)C3C(CCC4CC=CCC43C)C1CCC2=O (configuration not stated),2,-1,-4,-3,89,2,-0.2,-6,-6,5
C/C=C1\CN2[C@H]3C[C@@]45c6ccccc6N(C)[C@H]4[C@@H]2CC1C3[C@H]5O (some centres not stated),10,4,-5,·,104,·,-0.4,-2,-2,-8
NC(Cc1ccc(O)cc1)C(=O)NN=Cc1ccc(N(CCCl)CCCl)cc1 (configuration not stated),-2,20,-3,-5,102,24,-0.2,-9,-5,2
CCc1ccc(CNCCc2c[nH]c3ccccc23)cc1,14,1,16,?,94,6,5.0,16*,-1,0
CN1CCN(Cc2cn3cccnc3n2)CC1,4,-11,-3,-2,99,-2,-2.7,0,-1,0
Cc1ccc(N2C(=O)NC(=O)/C(=C/c3ccc(-c4ccc(C(=O)O)c(Cl)c4)o3)C2=O)cc1,5,-2,10,-6,96,-10,-0.4,-1,2,22*
CCCCCCC(=O)c1c(O)n(-c2ccccc2OC)c(=O)[nH]c1=O,8,-1,-4,-5,88,-7,-1.0,-1,0,15
COC(=O)N(C)c1ccc(C(O)(C(=O)OC)C(F)(F)F)cc1 (configuration not stated),2,-4,0,3,101,24,-2.2,2,1,-2
CC(=O)OC(C)(C)/C=C/C(=O)C(C)(O)C1C(O)CC2(C)C3CC=C4C(CC(O)C(=O)C4(C)C)C3(C)C(=O)CC12C (configuration not stated),-12,3,24,-2,100,-6,0.0,13,-20,9
COc1cccc(C2CCN(C)C2)c1 (configuration not stated),12,5,-17,-7,101,4,2.0,-2,0,1
COc1ccccc1NC(=O)c1cn(CCC#N)nc1-c1cccc(Cl)c1,14,-1,37,-2,96,-3,-0.9,-4,2,4
CCCCCCC(=O)c1c(O)n(-c2ccccc2OC)c(=O)[nH]c1=O (tested in a mixture with another compound),3,1,14,-3,95,-1,1.3,1,1,7
CCOC(=O)Cn1cc([N+](=O)[O-])nc1[N+](=O)[O-],-2,-8,3,-5,96,-7,-0.6,-1,0,0
COC(=O)C1=C(c2cccc(OCc3ccccc3)c2)C[C@@H]2CC[C@H]1N2C(=O)NCc1ccc([N+](=O)[O-])cc1,11,3,-4,-6,94,-2,0.3,6,-4,-9
Fc1ccccc1CN1CCN(c2ccc(Cl)cc2)CC1,20,-5,-7,-5,100,3,3.8,-5,1,-8
CCC1(CCC(C)C)C(=O)NC(=O)N(c2ccccc2)C1=O (configuration not stated),·,·,14,-12,90,·,·,1,·,-2
Cc1ccc(-c2nc3ccccc3c(=O)n2-c2ncccc2C)cc1,7,0,0,-8,103,-1,-0.2,-3,1,-3
CCc1cc2c(s1)NC(=O)CN=C2c1cccs1,3,-2,21,-7,82,-3,-1.1,-4,2,-5
COc1cc(CC2(CCc3ccncc3)C(=O)NC(=O)NC2=O)cc(OC)c1OC,0,1,-2,-5,103,10,-2.8,0,-1,-5
Cc1ccc(CN2C3CCCC2CC(NC(=O)Nc2cccc(F)c2)C3)cc1 (configuration not stated),0,-16,1,-5,96,2,-0.8,-1,-4,8
COc1ccccc1NC(=O)COC(=O)c1cn(C)c2ccccc12,19,9,-6,-5,92,0,2.9,2,4,-1
COC(=O)c1ccc(CC(C(=O)c2ccccc2)N(C)C)cc1 (configuration not stated),3,-5,-4,-24,121,-1,0.3,-1,3,3
CCCCCn1c(=O)c(C(=O)Nc2cccc(C)c2)c(O)c2ccccc21,1,32,3,-3,107,-2,1.3,0,-2,-10
COc1ccc(CNC(=O)/C=C/c2ccc3[nH]cc(CCN(C)C)c3c2)cc1,-2,4,0,-5,102,-3,-0.9,-6,-3,4
O=C(Cn1c(=O)n(CC2CS2)c2ccccc21)N1CCCCC1 (configuration not stated),0,1,0,-4,101,16,-0.1,3,14,-1
COc1ccc(-n2c(O)c(C(C)=NCC3CCCO3)c(=O)[nH]c2=O)cc1 (configuration not stated),3,0,2,-5,97,6,-1.6,-1,1,-3
O=c1[nH]c(=O)n(Cc2ccc(F)cc2)c(O)c1C=NCCN1CCCCC1,0,9,1,-3,96,8,0.0,3,0,-2
COc1cc(O)cc2c1C(=O)O[C@@H](C)CCCC(=O)CCCCC2,5,0,4,-4,103,9,-0.5,-11,-1,2
COc1ccc(C2C(C#N)=C(N)Oc3c2c(=O)oc2ccccc32)cc1Cn1cc([N+](=O)[O-])cn1 (configuration not stated),4,33,3,-1,96,0,-2.1,-2,1,1
CCC(c1nnnn1C1CCCC1)N1CCC2(CC1)C(=O)NCN2c1ccccc1 (configuration not stated),·,-5,-1,-5,97,·,·,-1,3,-6
COc1cccc(N2C(=O)NC(=O)/C(=C/c3ccc([N+](=O)[O-])s3)C2=O)c1,12,1,14,-2,96,11,-1.6,2,2,-3
CC(=O)OC1C=CC2[C@H]3Cc4ccc(O)c5c4[C@@]2(CCN3C)C1O5 (some centres not stated),14,9,6,·,96,1,0.7,-4,0,1
Cc1ccc(CN2CCCN(Cc3ccc(C)cc3)S2(=O)=O)cc1,-4,-13,1,-19,100,2,-1.8,-1,0,-8
Cc1c2cnn(CC(=O)N3CCC4(CC3)OCCO4)c(=O)c2c(C)n1Cc1ccccc1F,1,5,1,-6,104,-4,1.3,0,1,0
Cc1ccc2nc3c(cc2c1)CC1(C(=O)N(C)C(=O)N(C)C1=O)C1COCCN31 (configuration not stated),11,0,0,-6,100,-5,-1.2,6,-1,8
Cn1cccc1/C=C1\C(=O)NC(=O)N(CCC2=CCCCC2)C1=O,-28,-4,-3,-19,96,2,1.6,-1,12,-19
Cc1cccc(NC(=O)N2CC3CC(C2)c2cccc(=O)n2C3)c1 (configuration not stated),-2,0,-3,·,106,2,-1.0,1,0,5
O=P(/C(=N/O)N1CCCCC1)(N1CCOCC1)N1CCOCC1,2,1,8,·,204,-11,-1.4,1,2,-5
O=C1NC(=O)C(=Cc2ccc(Cl)cc2)C(=O)N1,·,·,-5,-5,113,·,·,4,·,27*
Oc1ccc(CC2CC3CCN2CC3)cc1O (configuration not stated),-6,11,-2,-4,99,0,1.2,-1,3,-2
Cn1c(O)c(C=Nc2ccc(Cl)cc2)c(=O)n(C)c1=O,4,-1,2,·,108,0,-0.9,-2,1,11
O=C1CCCN1c1ccc(S(=O)(=O)O)cc1 (tested in a mixture with another compound),13,2,-3,-2,100,0,0.1,0,1,-1
COc1ccc(S(=O)(=O)Cc2ccc(C(=O)N3CCC4(CC3)OCCO4)o2)cc1,7,3,4,-3,95,5,-1.3,4,0,4
N[C@@H](Cn1oc(=O)[nH]c1=O)C(=O)O,5,5,-5,-5,93,-2,0.1,2,-2,1
O=c1[nH]c(=O)n(Cc2ccccc2)c(O)c1C=Nc1ccc(CN2CCOCC2)cc1,0,-6,-2,-3,94,0,-1.4,7,0,-1
O=c1[nH]c(=O)n(Cc2ccccc2)c(O)c1C=NCCN1CCNCC1,13,1,-1,-6,101,-1,-2.2,-4,4,3
CCCCCCn1c(O)c(C=NC2CCN(Cc3ccccc3)CC2)c(=O)[nH]c1=O,2,-4,-2,-4,105,-3,-0.8,8,-1,-2
N#CC1c2ccccc2-n2nncc2CN1S(=O)(=O)c1cc(Cl)cc(Cl)c1 (configuration not stated),0,-5,3,-2,103,-3,-3.3,-1,2,-4
O=C1/C(=C/c2ccccc2Cl)N2CCC1CC2,1,-1,3,-15,99,5,0.6,-4,0,4
O=C1CC(=O)N(c2ccc(Cl)cc2)C(=O)N1,20,1,-14,-19,117,3,0.6,-2,0,9
COCCOC(=O)c1c(C)oc2ccc(OC(=O)N(C)C)cc12,-1,1,2,-5,97,-8,-0.9,6,1,0
CC(=O)c1cccc(OCC(=O)N2CCN(CC(=O)Nc3cccc(F)c3)CC2)c1,11,-2,7,-3,102,7,4.2,-2,-2,4
COc1ccc(C(C)=O)cc1CC(C(=O)c1ccc(C)c(C)c1)N(C)C (configuration not stated),7,8,0,-4,102,0,3.7,-4,-1,0
Cc1ccc(-n2c(-c3ccc([N+](=O)[O-])cc3)nc3ccccc3c2=O)cc1,-7,1,-3,-16,103,-43,-1.5,0,0,-1
CCC(C#N)(CC)P(=S)(c1ccccc1)c1ccccc1,9,-24,-3,-5,101,-1,-1.9,0,-5,4
C[C@H](O)[C@H]1CC[C@H]2[C@@H]3CCC4=CC(=O)CC[C@]4(C)[C@H]3CC[C@]12C,-1,1,2,-5,99,-1,0.3,-3,-5,5
CCCCCn1c(=O)c(C(=O)Nc2c(C)n(C)n(-c3ccccc3)c2=O)c(O)c2ccccc21,-4,0,4,·,94,-8,1.1,5,1,5
COC(=O)C1=C(c2ccc(Cl)c(C(F)(F)F)c2)C[C@@H]2CC[C@H]1N2C(=O)NCCOc1ccccc1Cl,5,-6,0,·,96,1,2.9,3,-9,2
Cc1ccc(-n2c(=S)[nH]c3ccccc3c2=O)cc1F,0,-12,1,-6,94,0,-2.3,-2,0,-10

# The list goes on:
SMILES,MC4R antag cAMP,H9c2 protect,Granule exo inh,CaV13 ICDI inh,ABCB6 inh 2,PDI turbidity,MC4R ag barr,m5-HT2A agonist,N-glyco inh,ABHD5-PLIN5 inh
O=C(c1cc(-c2ccncc2)nc2ccccc12)N1CCC2(CC1)OCCO2,3,4,-2,-10,102,12,-1.4,-1,5,3
COc1ccc(-n2nnnc2C(CCc2ccccc2)N2CCC(n3c(=O)[nH]c4ccccc43)CC2)cc1 (configuration not stated),·,2,45,-6,97,·,·,8,-20,10
CCCCn1c(=O)c(C(=O)NCc2ccccc2OC)c(O)c2ccccc21,-2,37,3,-4,103,4,-2.0,4,-3,-9
Nc1nc(Cl)nc2c1ncn2C1CCC(CO)O1 (configuration not stated),·,1,-8,-10,94,·,·,2,2,4
O=[N+]([O-])/C=C/c1c(Cl)cccc1Cl,26,-21,32,-3,109,-5,-3.1,1,-19,22*
C[C@]12CCC3C(CC[C@H]4C[C@H](O)CC[C@]34C)C1C[C@H](O)[C@@H]2O (some centres not stated),13,20,9,-6,97,0,-0.3,2,0,1

# Bioassay records (PubChem)
